NPY2 pot ag – potentiators or agonists of human neuropeptide Y receptor Y2; P49146; cells expressing NPY-Y2, potentiator/agonist read-out; activation, % at 3.6 µM; 220,000 compounds, 0.45% hits; AID 1359; in the data active = activation above about 27%;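 note: cells stimulated with NPY near EC25 plus isoproterenol at EC100; 0% = vehicle plus submaximal agonist and 100% = vehicle plus saturating agonist; some results beyond the cut were filed as inactive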
NPY-Y1 PAM-ag – human NPY-Y1 potentiation or agonism, primary screen; P25929; NPY-Y1 expressing cells, potentiator/agonist activation; activation, % at 3.6 µM; 220,000 compounds, 0.37% hits; AID 1304; in the data active = activation above about 33%, passing the limit was not always enough;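 note: cells stimulated with NPY at EC10 then isoproterenol at EC100; 0% = low agonist plus stimulus and 100% = saturating agonist plus stimulus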
Target sequence (P25929 whole entry, looked up): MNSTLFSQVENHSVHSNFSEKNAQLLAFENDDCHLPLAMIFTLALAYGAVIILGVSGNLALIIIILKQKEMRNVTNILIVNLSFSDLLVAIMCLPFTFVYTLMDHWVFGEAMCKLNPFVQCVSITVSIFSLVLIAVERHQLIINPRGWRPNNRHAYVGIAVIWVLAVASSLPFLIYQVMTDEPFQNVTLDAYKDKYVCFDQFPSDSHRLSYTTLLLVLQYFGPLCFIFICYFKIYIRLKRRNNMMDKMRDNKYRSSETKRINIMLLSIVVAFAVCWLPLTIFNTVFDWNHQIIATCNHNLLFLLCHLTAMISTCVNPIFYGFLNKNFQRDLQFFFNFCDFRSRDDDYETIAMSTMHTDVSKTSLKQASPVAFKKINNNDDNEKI
TRPML3 agonist – human mucolipin-3 channel agonism; 220,000 compounds, 0.29% hits; Q8TDD5; HEK293 TRPML3-YFP, Fluo-8 calcium fluorescence; 100% = the carbachol control signal; AID 1448; activation, % at 3 µM;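 active = activation above its plate's cutoff, the mean activation of the plate's test wells plus 3 SD, cut at about 12% in these data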;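 note: 0% = DMSO only wells and 100% = carbachol wells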
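Test system – HEK293 line with stable expression of human TRPML3-YFP channel · Control set – carbachol 87 µM final as high control (100%), DMSO as low control (0%) · Signal – Fluo-8 calcium dye fluorescence, ex 470-495, em 515-575 nm · Incubation – 1-h 37 °C dye load, 5-s basal, 120-s post-compound reads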
S1P4 ag – human S1P4 receptor agonism. O95977. 220,000 compounds, 0.35% hits. activation, % at 4.98 µM. AID 1509. S1P4-expressing cell line, agonist reporter assay; in the data active = activation above about 11%;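 note: 0% = DMSO vehicle and 100% = reference agonist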
TRPN1 ag – activates the zebrafish TRPN1 channel; HEK293 zebrafish TRPN1-YFP, Fluo-8 calcium fluorescence; 100% = response to 87 µM carbachol; activation, % at 3 µM; 220,000 compounds, 0.18% hits; AID 1424;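 active = activation above its plate's cutoff, the mean activation of test wells on that plate plus 3 SD, cut at about 19% in these data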;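 note: 0% = DMSO alone and 100% = 87 µM carbachol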
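System: zebrafish TRPN1-YFP in HEK293 cells / Dosing: 3 µM single point / Timing: dye loading 1 h at 37 °C, then 30 min room temperature / Signal: Fluo-8 calcium fluorescence, excitation 470-495 nm, emission 515-575 nm / Read-out basis: percent activation from peak over basal fluorescence ratio, control-normalized / Control set: high carbachol 87 µM, low DMSO alone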
CHOP inhibitor – CHOP inhibition in unfolded protein response; CHO-K1 CHOP-promoter luciferase, tunicamycin-induced, 15-18 h; inhibition, % at 10 µM; 220,000 compounds, 3.8% hits;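 active = compounds that reduced the stress-induced luciferase reporter signal by more than about 70% of percent inhibition, limit read from the data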;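 note: 0% = tunicamycin plus vehicle and 100% = wells without tunicamycin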
S1P4 antag – human S1P4 receptor antagonism | O95977 | S1P4-expressing cells, antagonist mode, reporter read-out | inhibition, % at 4.98 µM | 220,000 compounds, 0.26% hits | AID 1510; in the data active = inhibition above about 29%;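 note: 0% = wells stimulated with agonist and 100% = vehicle wells without agonist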
NPY Y1 blocker – antagonists of human neuropeptide Y receptor Y1; inhibition, % at 3.6 µM; HEK293-CNG Y1 cells, membrane potential fluorescence; NPY at EC95, then isoproterenol; 200,000 compounds, 1% hits;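 active = inhibition above the campaign mean inhibition of all tested compounds plus 3 SD, cut at about 20% in these data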;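 note: 0% = DMSO wells given NPY plus isoproterenol and 100% = isoproterenol alone without NPY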
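material = HEK293 cells with Y1 receptor plus CNG channel | also added = NPY 25 nM then isoproterenol 1 µM plus Ro 20-1724 25 µM | schedule = dye 3 h, compound 60 min room temperature, stimulation 45 min | measured by = membrane potential fluorescence | benchmarks = high control isoproterenol alone, low control NPY with isoproterenol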
EP2 modulator – modulates human prostaglandin E2 receptor EP2 signaling; induction, % at 25 µM; 260,000 compounds, 0.83% hits; EP2-expressing cells, cAMP HTRF FRET, PGE2 co-stimulation; P43116;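 active = compounds whose cAMP rise, as percent of the full-agonist control response, exceeds 60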;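 note: rat C6 glioma line stably carrying human EP2 under a CMV promoter; the protocol text gives 20 µM as final concentration; 100% = response of wells given 1 µM PGE2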
Target sequence (P43116 whole entry, looked up): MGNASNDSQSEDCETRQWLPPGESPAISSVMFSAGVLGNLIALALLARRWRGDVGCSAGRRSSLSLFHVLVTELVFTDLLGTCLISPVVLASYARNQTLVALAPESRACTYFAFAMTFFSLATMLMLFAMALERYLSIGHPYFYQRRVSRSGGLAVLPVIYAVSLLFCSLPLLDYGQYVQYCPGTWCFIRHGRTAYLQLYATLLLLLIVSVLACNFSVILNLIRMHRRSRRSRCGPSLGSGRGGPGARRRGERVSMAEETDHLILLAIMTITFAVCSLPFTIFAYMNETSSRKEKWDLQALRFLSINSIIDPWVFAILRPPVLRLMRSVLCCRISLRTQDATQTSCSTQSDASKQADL
The depositor's hits bear a star; . = not tested or not shown; & = joins results of further samples.

A first look (9 entries):
SMILES | NPY2 pot ag | NPY-Y1 PAM-ag | TRPML3 agonist | S1P4 ag | TRPN1 ag | CHOP inhibitor | S1P4 antag | NPY Y1 blocker | EP2 modulator
CC(/C=C/c1ccccc1)=N\NC(=O)c1cc(C)nc2ccccc12 | -15 | -19 | -0.3 | 0.4 | -0.1 | 2 | 11 | . | -38
Cc1c(C)n(CCC(=O)O)c2ccccc12 | -4 | -15 | 1.2 | 1.9 | 0.7 | -12 | -11 | 7 | -24&17
Cc1cccc(NC(=O)c2oc3c(c2C)C(=O)CC(C)(C)C3)n1 | -13 | -32 | 0.5 | 1.8 | 1.3 | 27 | -28 | -2 | -15
CC(C)C(=O)NC(=S)Nc1ccc(CN2CCOCC2)cc1 | 9 | 1 | -0.4 | 1.8 | -1.2 | -8 | -6 | 0 | -16
CC(C)c1ccc(NC(=O)C2CCN(S(C)(=O)=O)CC2)cc1 | -3 | 5 | 0.2 | -0.1 | 1.1 | -3 | -10 | 1 | 12&-34
CC1(C)CC(=O)c2cnc(NC(=O)CCc3ccccc3)nc2C1 | -4 | -1 | -0.2 | -0.4 | -0.5 | -20 | -31 | 0 | -13
CCn1c(SCc2ccc(C#N)cc2)nnc1-c1ccc(S(=O)(=O)N2CCCCC2)cc1 | 7 | 15 | 1.8 | -0.3 | 5.5 | 13 | 3 | -7 | -3
Cc1csc2nc(CNC(=O)c3ccco3)cn12 | 5 | -11 | 0.8 | 2.0 | 0.5 | -14 | 3 | -5 | 7
COCc1cc(C)nc(SCC(=O)Oc2ccc(Cl)cc2)c1C#N | 1 | -4 | 1.3 | 0.1 | -0.7 | -13 | -5 | -2 | -49

All compounds of this part (from the top)
SMILES | NPY2 pot ag | NPY-Y1 PAM-ag | TRPML3 agonist | S1P4 ag | TRPN1 ag | CHOP inhibitor | S1P4 antag | NPY Y1 blocker | EP2 modulator
CC(/C=C/c1ccccc1)=N\NC(=O)c1cc(C)nc2ccccc12 | -15 | -19 | -0.3 | 0.4 | -0.1 | 2 | 11 | . | -38
Cc1c(C)n(CCC(=O)O)c2ccccc12 | -4 | -15 | 1.2 | 1.9 | 0.7 | -12 | -11 | 7 | -24&17
Cc1cccc(NC(=O)c2oc3c(c2C)C(=O)CC(C)(C)C3)n1 | -13 | -32 | 0.5 | 1.8 | 1.3 | 27 | -28 | -2 | -15
CC(C)C(=O)NC(=S)Nc1ccc(CN2CCOCC2)cc1 | 9 | 1 | -0.4 | 1.8 | -1.2 | -8 | -6 | 0 | -16
CC(C)c1ccc(NC(=O)C2CCN(S(C)(=O)=O)CC2)cc1 | -3 | 5 | 0.2 | -0.1 | 1.1 | -3 | -10 | 1 | 12&-34
CC1(C)CC(=O)c2cnc(NC(=O)CCc3ccccc3)nc2C1 | -4 | -1 | -0.2 | -0.4 | -0.5 | -20 | -31 | 0 | -13
CCn1c(SCc2ccc(C#N)cc2)nnc1-c1ccc(S(=O)(=O)N2CCCCC2)cc1 | 7 | 15 | 1.8 | -0.3 | 5.5 | 13 | 3 | -7 | -3
Cc1csc2nc(CNC(=O)c3ccco3)cn12 | 5 | -11 | 0.8 | 2.0 | 0.5 | -14 | 3 | -5 | 7
COCc1cc(C)nc(SCC(=O)Oc2ccc(Cl)cc2)c1C#N | 1 | -4 | 1.3 | 0.1 | -0.7 | -13 | -5 | -2 | -49
CC1CC(C)CN(C(=O)c2ccc3c(=O)n(Cc4ccc5c(c4)OCO5)c(=S)[nH]c3c2)C1 (stereo not given) | -8 | 3 | 0.9 | 1.6 | 0.4 | 95* | -6 | 8 | 18
CCC(=O)c1ccc(-c2ccccc2)cc1 | 5 | 4 | 1.5 | 0.0 | -0.3 | 5 | -11 | -3 | -7
Cc1onc(-c2ccccc2Cl)c1C(=O)N1CCN(C(=O)c2ccco2)CC1 | 2 | 6 | 0.7 | 0.6 | 0.5 | -4 | -9 | -2 | 8
COc1ccc(CNC(=O)Cn2nc(C(F)(F)F)c3c2CCC3)cc1 | -1 | -3 | -1.4 | -0.3 | -0.7 | -4 | 5 | 0 | -1
CCOc1ccc(N(CC(=O)N/N=C/c2cc(Br)c(C)o2)S(C)(=O)=O)cc1 | -4 | -4 | 0.1 | 1.1 | 0.1 | 25 | -10 | 6 | 11
COc1ccc2cc(C(=O)C3CCCN(C(=O)c4cc(=O)n(C)c(=O)n4C)C3)ccc2c1 (stereo not given) | -11 | 12 | 0.5 | 0.7 | -0.3 | 4 | -9 | -1 | -18
CCC(Oc1ccccc1)C(=O)Nc1ccc(S(=O)(=O)Nc2cnc3ccccc3n2)cc1 (stereo not given) | -3 | 32 | 0.3 | 1.9 | 0.5 | -30 | -3 | 0 | 13
CSc1ncccc1C(=O)Nc1nc2ccc(F)cc2s1 | -1 | -2 | 0.5 | -1.1 | 1.2 | 1 | -4 | -6 | 6
O=C(Oc1ccccc1)c1ccc2nccnc2c1 | 4 | 1 | 0.0 | 0.0 | 0.8 | -7 | -1 | 5 | 33
CC1CN(Cc2csc(-c3ccc(Cl)cc3)n2)CC(C)O1 (stereo not given) | 6 | -2 | 0.6 | 2.5 | 2.5 | 30 | -21 | 0 | -5
CCOC(=O)c1cnc2c(F)ccc(F)c2c1Sc1ccccc1 | -5 | -11 | -0.8 | 1.2 | -2.0 | 35 | 12 | . | 42
COCCNC(=O)C(c1ccc(C)o1)N(Cc1cccs1)C(=O)c1snc(C(N)=O)c1N (stereo not given) | 6 | 6 | -0.4 | 0.0 | 2.0 | 6 | -1 | 3 | -2
NC(=O)CCC(NS(=O)(=O)c1ccc(Cl)cc1)C(=O)NCc1ccc(Cl)cc1 (stereo not given) | 20 | 8 | 0.1 | -2.1 | -1.1 | 26 | 8 | 0 | 29
CC(=O)Nc1ccc(Nc2cc(C)nc3c(-c4ccc(Cl)cc4)cnn23)cc1 | 0 | 16 | 0.8 | 2.0 | 0.9 | 75* | -9 | -7 | -12
Cc1cccc(NC(=O)CCn2cnnn2)c1 | 1 | 11 | 0.7 | 1.8 | 2.1 | 15 | -6 | 3 | 37
COc1ccc2oc(=O)c(C(=O)C[n+]3cccc(C)c3)cc2c1 | 1 | -1 | 0.9 | -0.7 | 0.0 | -17 | 1 | 0 | -20
(cont.)
SMILES | NPY2 pot ag | NPY-Y1 PAM-ag | TRPML3 agonist | S1P4 ag | TRPN1 ag | CHOP inhibitor | S1P4 antag | NPY Y1 blocker | EP2 modulator
CCOc1cc(NC(=S)NCCCN2CCOCC2)c(OCC)cc1NC(=O)c1cccc(F)c1 | -6 | 10 | 0.7 | -1.3 | 0.2 | -2 | -7 | 3 | -6
CCc1cc2c(=O)[nH]c(Cc3ccc(OC)cc3)nc2s1 | -5 | -12 | 0.1 | -0.5 | -1.6 | 14 | -16 | 3 | 4
CCn1c(N)c(C(=O)NCCCOC)sc1=S | 2 | 8 | 0.1 | 0.2 | 0.7 | -7 | 1 | -9 | -5
COc1ccc(CNC(=O)CS(=O)Cc2nc(-c3ccc(C)cc3)oc2C)cc1 (stereo not given) | -7 | -17 | -0.4 | -0.8 | -1.6 | 49 | -8 | 7 | 17
CCc1cccc(CC)c1-n1c(SCn2nnc3ccccc3c2=O)nnc1-c1cccnc1 | -9 | -11 | 0.4 | -1.7 | -0.2 | 26 | 12 | 6 | 18
CCC(C)NC(=O)c1ccc(COc2ccccc2Cl)cc1 (stereo not given) | -14 | -1 | 1.0 | -0.8 | 0.8 | 50 | 6 | -2 | -18
CNC(=O)CSc1nnc(-c2ccccc2)n1C | 1 | -13 | 0.7 | -0.1 | 0.0 | 2 | 7 | 4 | 5
CC1(C)C2CCC(C2)C1(C)NC(=O)CNC1CCCCC1 (stereo not given) | -12 | -8 | 0.7 | -1.1 | 0.7 | 12 | -13 | 8 | -16
CC1(C)CC(=O)C/C(=N/NC(=O)c2ccc(-c3ccccc3)cc2)C1 | 15 | 6 | -0.8 | 1.0 | 0.8 | 24 | 1 | 1 | -6
O=C(O)c1ccc(CNCc2ccccc2Cl)cc1 | 16 | 2 | -0.4 | 1.9 | -0.9 | 31 | -12 | -1 | 26
Cc1nnc(NC(=O)c2ccc3c(c2)OCO3)s1 | 2 | 15 | 0.0 | 1.1 | 0.3 | 1 | -21 | 0 | -22&-21
CCN1CCCC1CN(Cc1cc2ccc(C)cc2[nH]c1=O)C(=S)Nc1ccc(OC)cc1OC (stereo not given) | -2 | -22 | 0.4 | -1.9 | 0.3 | -6 | -16 | 5 | -30
COC(=O)CCC(=O)Nc1ccc(N=Nc2ccccc2)cc1 | 11 | 8 | 0.4 | -0.1 | 1.9 | 2 | 7 | -2 | -36
Cn1c(-c2ccco2)nc2cc3ccccc3cc21 | 8 | -8 | -1.4 | 3.1 | -2.2 | 62 | -3 | 2 | 4&-45
CC(C)(C)c1cc(N)on1 | -1 | -1 | 1.1 | 0.2 | 0.8 | 12 | -12 | -1 | 14
CC(C)(C)NC(=O)CN1CCC(NC(=O)C23CC4CC(CC(C4)C2)C3)CC1 | -36 | 13 | 0.9 | -0.4 | 2.4 | -9 | 4 | -4 | 16&-12
CC(=O)N(C(C)=O)N1C(=O)C2C3c4ccccc4C(c4ccccc43)C2C1=O (stereo not given) | -2 | 2 | 0.7 | 1.1 | 1.2 | 32 | -14 | -1 | 56
Cc1cccc(OCC(=O)NNC(=O)c2cccs2)c1 | 2 | 6 | 0.3 | 0.0 | -0.4 | 8 | -9 | -3 | 40
COc1ccc(C(=O)CSc2cc(C)nc(SCC(=O)c3ccc(C)cc3)n2)cc1 | -19 | -9 | 0.2 | -0.9 | 0.9 | -3 | -16 | 0 | 12
CCOC(=O)Nc1cccc(NC(=O)c2ccccc2F)c1 | 4 | -10 | 0.8 | 1.1 | 0.5 | 19 | -24 | 1 | -30
CC(C)(C)NC(=O)C(=O)N/N=C/c1ccc(F)cc1 | 7 | 1 | 0.7 | -0.1 | -0.6 | -1 | -20 | 0 | -2
Cc1ccc(NC(=O)CSc2nnc3ccccn23)cc1S(=O)(=O)N1CCOCC1 | 6 | -5 | 0.9 | 3.0 | 0.2 | 6 | -7 | 4 | -5
COc1ccc(CCNC(=O)/C(C#N)=C2\N=C(NC(=O)c3cccs3)c3ccccc32)cc1 | -15 | -15 | 0.5 | 3.6 | -0.7 | 81* | -9 | 3 | 11
CCOC(=O)n1n[n+]([O-])c2ccccc21 | 0 | 2 | 0.3 | 0.5 | 0.1 | 7 | -2 | 4 | 27
CCOC(=O)N1CCN(Cc2nc(-c3ccccc3)no2)CC1 | 1 | -5 | 0.9 | -0.8 | -0.1 | 2 | -1 | 5 | 20
Cc1cc(/C=N/NC(=O)CC#N)c(C)n1-c1ccc([N+](=O)[O-])cc1 | 8 | 15 | 0.7 | 0.8 | 0.5 | 23 | -19 | 8 | -9

High-throughput results as filed in PubChem.

This is a random part of the collection (roughly 6.5% active in at least one column).
